mec2-1 – NCI yeast anticancer drug screen, S. cerevisiae mec2-1 strain; growth inhibition, % at 50 µM; 79,000 tested, 9% active; AID 157;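 further: 0% = growth of vehicle-only cultures of the same strain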
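Mutant yeast (mec2-1) grown with compound; growth inhibition relative to vehicle control reported.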
yeast bub3 – NCI yeast anticancer drug screen, S. cerevisiae bub3 mutant strain. 78,000 tested, 9.9% active. % growth inhibition at 50 µM. AID 167;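 further: 0% = growth of vehicle-only cultures of the same strain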
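Readout: yeast growth inhibition, expressed relative to vehicle-only wells. The test organism is a mutant strain from a panel with lesions in DNA repair or checkpoint genes.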
mlh1 rad18 – NCI yeast anticancer drug screen, S. cerevisiae mlh1 rad18 strain. growth inhibition, % at 50 µM. 79,000 tested, 11% active;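 further: 0% = growth of vehicle-only cultures of the same strain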
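Growth inhibition of the yeast strain was measured after compound exposure and expressed relative to vehicle-treated controls. The strain carries defined defects in DNA damage repair.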
sgs1 mgt1 – NCI yeast anticancer drug screen, S. cerevisiae sgs1 mgt1 strain. growth inhibition, % at 50 µM. 78,000 tested, 10% active. AID 161;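 further: 0% = growth of vehicle-only cultures of the same strain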
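Growth of a repair-deficient yeast mutant was monitored after compound treatment and expressed as inhibition relative to vehicle-treated cultures.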
yeast rad50 – NCI yeast anticancer drug screen, S. cerevisiae rad50 strain. AID 155. 79,000 tested, 10% active. growth inhibition, % at 50 µM;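 further: 0% = growth of vehicle-only cultures of the same strain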
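A DNA repair-deficient yeast mutant serves as the test organism; compound-induced growth inhibition is calculated against vehicle-treated cells.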
cln2 rad14 – NCI yeast anticancer drug screen, S. cerevisiae cln2 rad14 strain; AID 165; % growth inhibition at 50 µM; 78,000 tested, 8.3% active;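 further: 0% = growth of vehicle-only cultures of the same strain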
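cln2 rad14 yeast strain; compound exposure; growth inhibition read vs vehicle controls.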
* marks the source's active call; other numbers are inactive results; & = joins results of further samples. No stated cut-off is given here; in the data, active means growth inhibition above about 70%; inactive means the rest. Not a hit list; 13% or so of the library scored in one or more.

SMILES	mec2-1	yeast bub3	mlh1 rad18	sgs1 mgt1	yeast rad50	cln2 rad14
Cc1ccc(NC(=O)CCC(=O)C(C#N)c2ccc(Cl)cc2)cc1C (stereo not given)	-8.0	8.4	0.2	8.6	-8.2	4.8
CC1(O)CCC(C(C)(C)C)CC1 (stereo not given)	12.3	3.0	11.1	-1.2	22.6	2.0
N#Cc1ccc(N=NN2CCCC2)cc1	2.8	19.1	-2.5	22.8	9.6	19.8
COc1ccc(C(=O)C(c2ccc(OC)cc2)C2C(=O)Oc3ccccc32)cc1 (stereo not given)	-24.6	5.0	-16.0	-6.8	-7.7	10.1
CCOc1ccccc1NC(=O)/C=C1\NC(=O)CS1	-14.4	-5.7	40.4	27.2	-8.6	11.3
OCCc1c2ccccc2cc2ccccc12	10.6	3.4	59.8	11.7	41.5	11.8
COc1ccc2c(c1)C(=O)N1CCOC1C2C(=O)O (stereo not given)	-31.8	-0.8	-30.3	-9.5	0.1	11.3
c1ccc(-n2nc3ccc4nonc4c3n2)cc1	-20.8	-0.1	-1.6	-10.5	-17.9	7.4
CC1(C(Cl)(Cl)Cl)C=C/C(=N\O)C(Cl)=C1 (stereo not given)	-10.7	-8.9	-7.8	-1.9	-2.3	5.0
COCc1ccccc1OC1OC(CO)C(OC)C(OC)C1OC (stereo not given)	1.6	-4.0	5.6	32.7	0.9	-22.9
O=C1C(Nc2ccccc2)=C(c2ccccc2)C(=O)N1c1ccccc1	-7.5	-11.8	-10.8	0.7	1.1	-46.2
CCN(CC)c1ccc2cc(C(=O)NCc3ccccc3)c(=N)oc2c1	15.8	-38.0	7.3	-15.8	9.7	3.5
CC1CC2OC(=O)CC2C(O)C2(C)C(OC(C)(C)C)CCC12 (stereo not given)	16.3	31.9	12.4	5.5	39.8	29.4
O/N=C/c1nc2ccccc2s1	22.8	-17.6	23.8	-3.6	10.2	-55.6
CCOC(=O)CC(C(=O)OCC)C(C(=O)OCC)C(=O)OCC (stereo not given)	-4.1	29.8	13.6	19.6	41.9	3.4
Nc1ccc(N=Nc2ccc(-c3ccc(O)cc3)cc2)c2ccc(S(=O)(=O)O)cc12	34.9	38.4	55.1	19.1	82.9*	47.1
CC1NC(C)SC(C)S1 (stereo not given)	-23.6	-0.7	36.8	0.1	-9.2	-16.1
NCCCNCCCCN(CCCN)/[N+]([O-])=N\O	-19.9	1.3	1.9	-5.2	3.2	1.9
Cc1cc(Cl)c(OCC(=O)O)cc1C	-9.4	-14.6	-1.9	-9.2	-8.2	-8.3
CCCCCCCCCCCCCCCc1c(NC(C)(CC)[P+](=O)O)c(=O)n(C)n1C (stereo not given)	-32.5	-12.2	-18.8	-7.5	-41.5	-29.9
O=C(O)Cc1ccc(N2N=C(c3ccccc3)CC2=O)cc1	-5.0	22.4	-9.3	-13.6	5.3	35.0
COc1cc2cccnc2c2[nH]cc(C(=O)O)c(=O)c12	20.9	32.0	20.8	5.2	11.1	-78.9
COc1cc(C2c3cc4c(cc3OC(NN)C2C)OCO4)cc(OC)c1O (stereo not given)	-32.2	20.1	13.3	-7.8	11.6	-5.1
Cc1nc2ccccc2c(=O)n1NC(=O)c1ccc(N)cc1	-40.4	-29.9	-53.9	-53.0	-43.7	-7.9
N#CSc1ccc(S(=O)(=O)O)c2cccnc12	0.2	-6.3	14.2	5.2	21.9	-45.8
O=c1c(SCc2ccc(Br)cc2)c(SCc2ccc(Br)cc2)cnn1-c1ccccc1	4.7	13.4	14.8	13.8	22.3	34.0
COC(=O)[C@@]1(NC(=O)C(CC(=O)OC(C)(C)C)NC(=O)OC(C)(C)C)C[C@H]1C (stereo not given in full)	-28.6	-3.2	-14.0	-33.2	-48.8	6.2
Cc1ccc(NC(=O)CNC(=O)CN2C(=O)c3ccccc3C2=O)cc1	10.4	20.8	10.4	-0.3	0.2	-4.2
COc1ccccc1/C=N\NC(=O)c1ccccc1O	11.6	41.0	11.3	11.8	13.2	21.5
CC1=C(C(=O)NNC(=O)C[n+]2ccccc2)CC(C(=O)NNC(=O)C[n+]2ccccc2)=C(C)N1	4.3	-7.1	-30.3	-7.2	-22.8	-0.1
Cc1ccc(C)c(NC(=O)c2ccc([N+](=O)[O-])cc2)c1	17.4	16.4	23.6	10.0	-4.5	-11.8
O=C(CCc1ccccc1)NC(=S)Nc1cc(C(F)(F)F)ccc1Cl	14.2	-8.0	34.9	33.5	13.2	-41.8
CCOC(=O)CSc1ccc2ccccc2[n+]1-c1ccccc1	36.2	27.4	53.2	48.0	51.8	46.0
O=[N+]([O-])c1ccc(Cl)c(C2SCc3nc4ccccc4n32)c1 (stereo not given)	4.8	-0.9	4.8	6.7	-36.0	2.1
Cc1cc(=O)oc2c(-c3ccccc3)n[nH]c(=O)c12	-4.9	3.4	26.6	3.4	-3.0	-3.8
CCCC(=O)Nc1ccc2c(ccn2COC)c1	-2.2	8.4	-18.2	-2.0	-37.2	8.7
N#C/C(=C1\SC(N=Nc2ccc(Cl)cc2)C(=O)N1c1ccccc1)c1nc2ccccc2[nH]1 (stereo not given)	6.0	3.0	-5.0	6.8	6.6	-40.9
CN(C)CCCNc1nnc(NCCCN(C)C)c2[nH]cnc12	-4.2	6.5	-4.3	7.8	-3.2	-24.9
C=CCN1C(C)(C)NC(=S)C1(C)C	-4.9	-6.0	-2.4	-1.7	-20.8	-5.0
CC(=O)N/C(=C\c1ccccc1)C(N)=O	12.9	36.0	1.6	1.2	9.9	0.6
COc1ccc(-c2cc(-c3cc(-c4ccc(OC)cc4)nc(N)n3)nc(N)n2)cc1	4.5	-2.6	9.8	-20.8	-13.0	-2.6
COc1cc2c[n+](C)c3ccccc3c2cc1OC	12.0	-21.1	-6.3	-16.6	4.8	-7.3
O=C(NC[N+]12CCO[B-]1(c1ccccc1)OCC2)c1ccccc1O (stereo not given)	-8.4	-0.8	10.5	4.7	25.9	13.3
COCC(O)CCl (stereo not given)	-39.4	3.6	6.8	-19.8	10.6	18.3
O=[N+]([O-])/C(C(Cl)=C(Cl)Cl)=C(/Sc1ccccc1)N1CCOCC1	91.8*	89.5*	83.2*	85.8*	88.2*	89.2*
CCCC(=O)NS(=O)(=O)c1ccc(C)cc1	7.3	0.2	5.8	3.5	2.9	-24.9
Cc1c(OCc2cccc3ccccc23)ccc2c(=O)cc(SCCN3CCOCC3)oc12	30.2	13.6	73.3*	83.0*	65.7	25.1
COC(=O)c1c2c(cc3c1CC1(C3)Cc3cc4c(c(C(=O)OC)c3C1)CCCC4)CCCC2	-15.2	-3.0	5.8	-8.3	-0.1	3.9
NC(=O)N/N=C(\Cc1nc2ccc(C(=O)c3ccccc3)cc2[nH]c1=O)C(=O)Nc1ccc(Br)cc1	-36.0	6.0	-17.4	-19.3	-12.1	2.8
CN(C)CCNc1ccc2nnn3c4ccccc4c(=O)c1c23	7.5	3.0	25.5	11.2	32.5	29.7
COc1cc(Nc2nc3cc(C)ccc3nc2-c2ccccc2)cc(OC)c1OC	32.2	56.4	35.5	36.8	38.8	45.2
O=Cc1cccc2ccc3cccc(C(=O)Cl)c3c12	46.9	62.5	32.5	37.8	20.4	18.0
CCCC(=O)N(CC)CC	-8.6	0.0	-20.9	-0.8	11.2	-15.0
O=C1c2ccccc2C(=O)c2c1cc1cccccc2-1	21.1	25.1	29.2	11.4	8.0	2.5
SCc1ccc(-c2ccc(CS)cc2)cc1	2.5	39.1	23.3	40.0	4.7	39.8
C(=C/c1ccccn1)/c1ccccc1	15.1	14.6	11.1	21.3	39.4	16.5
N=c1nc(-c2ccccc2)c(-c2ccccc2)nn1CC(=O)c1ccccc1	-3.2	-1.9	29.8	-2.9	-0.9	-1.2
O=C1c2ccccc2CN1c1ccccc1	-25.6	-7.5	-2.7	-3.2	-23.0	6.5
OCCCNCc1ccccn1	-13.7	-12.2	-16.6	-20.4	7.2	22.2
O=C(O)C1=Cc2ccccc2OC1	-19.9	-28.6	-4.7	-5.5	2.7	-27.2
The list continues:
SMILES	mec2-1	yeast bub3	mlh1 rad18	sgs1 mgt1	yeast rad50	cln2 rad14
O=C1OC(c2ccc(Cl)cc2)=N/C1=C\c1c(Cl)cccc1Cl	-1.3	5.9	-13.7	11.9	6.9	11.9
COc1ccc(NC(=O)c2ccc(OC)cc2)cc1	-8.9	7.8	-3.7	5.2	0.7	1.9
COC(=O)c1cc[nH]c(=O)c1	12.2	0.6	60.8	11.4	9.2	-18.8
O=C(NCCc1c[nH]c2ccccc12)C1CCCCC1	-5.5	14.1	-10.1	7.8	-3.6	-25.6
O=C(NCc1ccccc1)Nc1cccc2c(NC(=O)NCc3ccccc3)cccc12	-31.2	-27.5	-8.0	-26.9	-32.3	-8.2
Brc1nc(-[n+]2ccccc2)[n-]c1Br	3.8	1.5	1.4	-13.9	-0.8	-60.5
CCC/C=C(/CC)COC(C)=O	-19.1	-5.3	-3.9	-6.6	3.1	-7.2
COc1cc(Cc2nccc3cc(OC)c(OC)cc23)c(C(C)=O)cc1OC	-22.9	22.0	22.4	19.1	21.9	14.1
COc1cc(OC)c2c(OC(C)=O)coc2c1OC	4.8	15.9	19.3	6.0	-0.4	5.1
O=C1c2ccccc2C(=O)c2c1cccc2S(=O)(=O)Nc1ccccc1	8.8	20.1	-3.6	11.2	-1.4	-30.1
Clc1ccc2c(c1)nnn1nccc21	17.6	13.8	14.8	-9.8	16.4	10.9
COc1cc(Br)c(CC2NCCc3cc(OC)c(OC)cc32)cc1OC (stereo not given)	-34.4	-16.1	1.7	-17.4	-34.2	4.0
NC(=S)N/N=C1\C(=O)N(Cc2ccccc2)C(=O)C1C(=O)NCc1ccccc1 (stereo not given)	-4.2	3.2	15.9	-8.8	12.8	-7.0
C=CCCC1(C)OC(C)C(C)O1 (stereo not given)	3.6	-5.8	-4.9	-0.9	8.8	-33.0
CC(=O)Nc1ccc(C2CCCC2)cc1Br	-2.1	-12.2	-4.5	0.0	-3.0	-39.8
N#C/C(=C\c1cccc2ccccc12)c1ccc(Cl)cc1	-12.9	-2.6	-1.9	-6.7	-11.8	-13.7
C1=Cc2nc1c(-c1ccncc1)c1ccc([n-]1)c(-c1ccncc1)c1nc(c(-c3ccncc3)c3ccc([n-]3)c2-c2ccncc2)C=C1.[Zn+2]	-9.4	18.9	-3.6	-8.9	-20.6	15.7
Nc1nc2n[nH]nc2c(=O)[nH]1	2.7&-1.4	-9.5&10.2	6.8&-29.2	5.0&2.4	5.0&-14.8	-20.1&-70.1
O=[N+]([O-])c1cccc(C2=NN(c3ccccc3)C[N+](c3ccc(Br)cc3)=N2)c1	16.1	-1.1	16.4	35.6	17.1	9.6
Oc1ccc2ccccc2c1C=Nc1ccc(SSc2ccc(N=Cc3c(O)ccc4ccccc34)cc2)cc1	-10.1	0.9	-3.1	-19.6	-6.6	-59.5

In the list so far, these have a tert-butyl group:
SMILES	mec2-1	yeast bub3	mlh1 rad18	sgs1 mgt1	yeast rad50	cln2 rad14
CC1(O)CCC(C(C)(C)C)CC1 (stereo not given)	12.3	3.0	11.1	-1.2	22.6	2.0
CC1CC2OC(=O)CC2C(O)C2(C)C(OC(C)(C)C)CCC12 (stereo not given)	16.3	31.9	12.4	5.5	39.8	29.4
COC(=O)[C@@]1(NC(=O)C(CC(=O)OC(C)(C)C)NC(=O)OC(C)(C)C)C[C@H]1C (stereo not given in full)	-28.6	-3.2	-14.0	-33.2	-48.8	6.2

(list continues)
SMILES	mec2-1	yeast bub3	mlh1 rad18	sgs1 mgt1	yeast rad50	cln2 rad14
COc1ccc(CC2OCCC3c4ccccc4NC23)cc1OC (stereo not given)	-3.5	3.0	-2.0	0.7	-3.2	-10.2
CC(=O)NC(C)C#N (stereo not given)	-14.1	-8.7	5.5	-0.2	-15.4	-4.0
CC(=O)c1cc(-c2ccccn2)c(=O)n2ccccc12	15.5	5.2	-4.0	-19.9	26.1	-0.3
CCN(CC)CCOC(=O)c1ccc(N=C/C=C/C(C#N)=C/NOC)cc1	27.4	9.9	30.9	9.8	0.3	21.4
C=CCSc1nc2ccc(N=Cc3ccc([N+](=O)[O-])cc3)cc2s1	-12.5	6.0	-21.2	-8.7	2.0	-14.6
OCC1C(OCc2ccccc2)C(OCc2ccccc2)C(OCc2ccccc2)CN1Cc1ccccc1 (stereo not given)	-17.8	-15.8	-3.6	-23.1	-1.1	-68.2
CC(C)OC(=O)NCc1cccs1	-2.6	1.7	-11.1	6.7	-10.1	-92.8
Cc1cc(S(=O)(=O)O)cc(C)c1C	-6.2	-8.0	5.5	4.3	6.7	15.6

Exported field by field: part of the list above
OCC1C(OCc2ccccc2)C(OCc2ccccc2)C(OCc2ccccc2)CN1Cc1ccccc1 (stereo not given)
  mec2-1: -17.8	yeast bub3: -15.8	mlh1 rad18: -3.6	sgs1 mgt1: -23.1	yeast rad50: -1.1	cln2 rad14: -68.2

CC(=O)NC(C)C#N (stereo not given)
  mec2-1: -14.1	yeast bub3: -8.7	mlh1 rad18: 5.5	sgs1 mgt1: -0.2	yeast rad50: -15.4	cln2 rad14: -4.0

CCN(CC)CCOC(=O)c1ccc(N=C/C=C/C(C#N)=C/NOC)cc1
  mec2-1: 27.4	yeast bub3: 9.9	mlh1 rad18: 30.9	sgs1 mgt1: 9.8	yeast rad50: 0.3	cln2 rad14: 21.4

Screens (PubChem)
